High-throughput results deposited in PubChem BioAssay by Broad Institute.
E-selectin induc – E-selectin induction on HUVECs; P16581; 0.37% of 260,000 active; HUVEC E-selectin immunofluorescence imaging; normalized: neutral wells 0, TNF-alpha wells 100; activation, % at 7.58 µM;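 active = mean E-selectin-positive cell signal at least 10% of the positive control, reached in at least 60% of replicates, without over 20% cell loss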;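 also: in these data hits start at about 27%; measured in HUVEC primary endothelial cells; signal is the percent of cells scored E-selectin positive by PE staining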
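Read-out: % PE-positive cells | Test system: HUVEC | Doses: One compound dose added by pin transfer | Buffer or medium: EGM-2 over gelatin coat | Signal: Immunofluorescence imaging | Benchmarks: TNF-alpha, DMSO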
RAD52 anneal inh – blocks human RAD52 DNA annealing; inhibition, % at 18.7 µM; P43351; 0.46% of 360,000 active; recombinant RAD52 DNA annealing, FRET fluorescence;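 active = every replicate showing at least 50% inhibition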
Cneo AK release – causes C. neoformans cell lysis | adenylate kinase release luminescence, 4 h; normalised: neutral wells 0, clomiphene wells 100 | lysis activity, % at 15 µM | 0.2% of 360,000 active | AID 651654;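 active = mean lysis activity across replicates of at least 80%, whatever share of replicates individually reach that level; inactive = mean lysis activity below 80%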
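Material – log-phase Cryptococcus neoformans yeast cells · Input – 5 × 10^6 yeast cells/mL · Medium – fresh YPD growth medium · Doses – single compound concentration per well · Timing – static 4 h at 37 °C with compound, 1 h detection · Detection – adenylate kinase release luminescence · Read-out – signal increase indicating cell lysis · Control set – Clomiphene as positive lysis control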
miR-122 sensor – miR-122 inhibition in Huh7 cells; 0.3% of 340,000 active; activation (reporter increase), % at 12.5 µM; Huh7 miR-122 Renilla luciferase sensor, 48 h; neutral wells = 0, positive control = 100;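 active = mean replicate activation score at least 90 and every replicate individually at or above 90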;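 also: higher luciferase means less miR-122 activity so hits act as miR-122 inhibitors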
ERAP1 inh – inhibitors of human ERAP1 aminopeptidase. AID 652197. Q9NZ08. recombinant ERAP1, Leu-AMC fluorescence, 60 min. inhibition, % at 10.7 µM. 0.15% of 340,000 active;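 active = mean replicate inhibition of at least 30%, or all replicates individually reaching that 30% level; inactive = mean below 30% and not every replicate reaching it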;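 also: 0% = neutral control wells and 100% = L-leucinethiol positive control wells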
Target sequence (Q9NZ08 whole entry, looked up): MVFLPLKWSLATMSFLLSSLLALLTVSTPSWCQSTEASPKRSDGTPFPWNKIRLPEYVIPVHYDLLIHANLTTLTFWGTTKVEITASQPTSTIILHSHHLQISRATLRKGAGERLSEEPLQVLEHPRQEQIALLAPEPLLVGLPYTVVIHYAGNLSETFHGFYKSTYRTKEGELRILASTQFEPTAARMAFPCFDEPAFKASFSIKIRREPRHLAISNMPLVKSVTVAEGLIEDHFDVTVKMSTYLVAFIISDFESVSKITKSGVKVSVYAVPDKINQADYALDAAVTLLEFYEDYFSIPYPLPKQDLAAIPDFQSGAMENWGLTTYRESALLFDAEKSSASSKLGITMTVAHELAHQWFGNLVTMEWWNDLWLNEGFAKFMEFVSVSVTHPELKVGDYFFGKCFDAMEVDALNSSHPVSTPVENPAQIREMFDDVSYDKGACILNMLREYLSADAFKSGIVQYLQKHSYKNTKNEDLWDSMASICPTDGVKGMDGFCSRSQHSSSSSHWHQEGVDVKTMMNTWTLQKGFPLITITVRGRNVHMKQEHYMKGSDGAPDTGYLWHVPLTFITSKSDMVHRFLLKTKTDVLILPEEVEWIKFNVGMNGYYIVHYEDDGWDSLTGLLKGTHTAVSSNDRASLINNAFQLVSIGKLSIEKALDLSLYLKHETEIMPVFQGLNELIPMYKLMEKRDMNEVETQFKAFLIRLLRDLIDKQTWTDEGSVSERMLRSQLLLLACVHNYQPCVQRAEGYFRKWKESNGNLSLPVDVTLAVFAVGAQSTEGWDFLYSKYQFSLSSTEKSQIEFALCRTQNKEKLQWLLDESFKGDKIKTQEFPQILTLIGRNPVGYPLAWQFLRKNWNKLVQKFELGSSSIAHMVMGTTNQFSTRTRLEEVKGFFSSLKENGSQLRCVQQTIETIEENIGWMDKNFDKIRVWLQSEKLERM
RAD54 branch – blocks human RAD54 Holliday junction branch migration | Q92698 | FAM/BHQ fluorescence | inhibition, % at 10.4 µM | 0.14% of 360,000 active;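 active = mean normalized replicate activity at least 40 and at least half of replicates scoring 40 or more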;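 also: 0% = median of neutral control wells and 100% = median of positive control wells; inhibitors cause a drop in the FAM fluorescence signal; in these data hits start at about 50%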
PGC1a acetyl inh – lowers PGC1a acetylation signal in U2OS cells; inhibition, % at 15.6 µM; 0.17% of 350,000 active; AID 651687; AlphaScreen anti-acetyl-lysine; with virally co-expressed GCN5 acetyltransferase;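 active = every replicate shows inhibition of at least 40%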;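 also: 0% = neutral control wells and 100% = positive control wells; some results beyond the cut were filed as inactive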
PglD DTNB – inhibitors of Campylobacter jejuni PglD acetyltransferase; 0.098% of 360,000 active; inhibition, % at 12.5 µM; purified PglD enzyme, DTNB colorimetric CoA detection; in the data active = inhibition above about 16%, passing the limit was not always enough; also: strong numbers were not always called active
The depositor's hits bear a star; · = not tested or not shown; & = joins results of further samples; [ ] = another dose, or the depositor's remark.

SMILES	E-selectin induc	RAD52 anneal inh	Cneo AK release	miR-122 sensor	ERAP1 inh	RAD54 branch	PGC1a acetyl inh	PglD DTNB
O=C(/C=C/Sc1ccc(C(F)(F)F)cn1)c1ccccc1	0.3	-20	-2	-4	3	2	·	2
O=C(Nc1ccc(F)cc1)N1CC(=O)N2[C@H](C1)[C@@H](c1ccc(C#Cc3cccnc3)cc1)[C@@H]2CO	0.2	-19	·	·	0	·	11	·
CC1(C)CC(=O)C2=C(C1)N(c1ccccc1)C(N)=C(C#N)C2c1ccccc1 (stereo not drawn)	·	·	-1	-9	·	5	-10	1
CCOc1ccc(/C=N/n2c(C)nnc2C)cc1OC	·	-3	·	-6	2	·	8	·
CC(=O)Nc1ccc(-c2ccnc3c2CC(C)(C(=O)Nc2ccc(Cl)c(C(F)(F)F)c2)O3)cc1 (stereo not drawn)	0.7	-9	-1	-15	-1	1	·	-5
CO[C@@H]1CN(C)C(=O)c2cc(NC(=O)c3cnccn3)ccc2OC[C@@H](C)N(C(C)=O)C[C@@H]1C	0.4	-17	1	·	1	-2	3	0
OCCNc1nc(Nc2ccc(Cl)c(Cl)c2)nc2ccccc12	-0.4	-9	13	·	-8	2	·	-1
C[C@@H]1CCCCO[C@H](CN(C)C(=O)C2CCCCC2)[C@@H](C)CN([C@H](C)CO)C(=O)c2cc(NC(=O)Cc3ccccc3)ccc2O1	-0.2	-11	0	2[16.7 µM]	2	-2	-8	-2
CC(C)N(C(=O)CSc1ccc(S(=O)(=O)N2CCCCC2)cn1)c1ccccc1	-0.9	-18	-1	9	1	-15	-12	-2
Cc1[nH]n(-c2ccccc2)c(=O)c1C(=O)c1ccccc1	-0.1	-26	0	·	·	5	-2	-1
COc1ccc(S(=O)(=O)N(C)C[C@@H]2Oc3ccc(N(C)C)cc3CC(=O)N([C@H](C)CO)C[C@H]2C)cc1	0.0	5	0	4[16.7 µM]	-1	-12	4	6
Cc1ccc(S(=O)(=O)N2CCN(C3CC(=O)N(CCc4ccccc4)C3=O)CC2)cc1C (stereo not drawn)	·	·	0	-3	·	-6	0	1
Cc1ccc(C(=O)NCCc2ccc(S(=O)(=O)N3CCCC3)cc2)cc1	·	-15	-16	-6	2	-9	27	-7
Cc1ccc(C(=O)COC(=O)CCN2C(=O)C3C4C=CC(C5CC45)C3C2=O)cc1 (stereo not drawn)	0.1	-11	0	-4	0	0	2	-6
Cc1cc(C(=O)Nc2ccc3c(c2)CCC3)c2ccccc2n1	·	·	2	4	·	-3	18	1

5 compounds from above, ordered by length of the SMILES, high to low.
SMILES	E-selectin induc	RAD52 anneal inh	Cneo AK release	miR-122 sensor	ERAP1 inh	RAD54 branch	PGC1a acetyl inh	PglD DTNB
CO[C@@H]1CN(C)C(=O)c2cc(NC(=O)c3cnccn3)ccc2OC[C@@H](C)N(C(C)=O)C[C@@H]1C	0.4	-17	1	·	1	-2	3	0
CC(=O)Nc1ccc(-c2ccnc3c2CC(C)(C(=O)Nc2ccc(Cl)c(C(F)(F)F)c2)O3)cc1 (stereo not drawn)	0.7	-9	-1	-15	-1	1	·	-5
CC(C)N(C(=O)CSc1ccc(S(=O)(=O)N2CCCCC2)cn1)c1ccccc1	-0.9	-18	-1	9	1	-15	-12	-2
O=C(/C=C/Sc1ccc(C(F)(F)F)cn1)c1ccccc1	0.3	-20	-2	-4	3	2	·	2
CCOc1ccc(/C=N/n2c(C)nnc2C)cc1OC	·	-3	·	-6	2	·	8	·

(cont.)
SMILES	E-selectin induc	RAD52 anneal inh	Cneo AK release	miR-122 sensor	ERAP1 inh	RAD54 branch	PGC1a acetyl inh	PglD DTNB
Cc1cc(C)cc(OCC(=O)OCC(=O)Nc2cc(S(=O)(=O)N3CCOCC3)ccc2Cl)c1	·	-2	2	·	0	-3	-17	4
CCC(=O)N[C@H]1CC[C@@H](CCNC(=O)Nc2ccc(F)cc2)O[C@H]1CO	-0.2	4	8	·	-7	2	0	0
CC(=O)c1cc(F)ccc1OCC(=O)N1CCCc2ccccc21	·	-15	-2	-1	-2	-1	-6	-2
COCCCN1C(=O)C(=O)/C(=C(/O)c2ccc(S(=O)(=O)N3CCCCC3)cc2)C1c1cccc(OC)c1 (stereo not drawn)	-0.1	-5	-1	·	0	1	·	-1
CCn1c(C2CCN(S(=O)(=O)c3ccc(OC)cc3)CC2)n[nH]c1=S	·	8	-8	0	11	-6	0	-4
C=CCN=C1SCC(=O)N1S(=O)(=O)c1ccc(C)cc1	·	·	0	-22	·	-13	·	-3
O=C(CN(CC1CCCO1)C(=O)CNS(=O)(=O)c1ccc(F)cc1)NCc1ccc(F)cc1 (stereo not drawn)	·	-10	-1	-5	3	-2	·	-5
N#C[C@H]1[C@H](c2ccccc2-c2ccccc2)[C@@H](CO)N1C(=O)NC1CCCC1	0.0	-5	·	·	0	·	-3	·
C=CCOn1c(=O)c(-c2cccs2)[n+]([O-])c2ccccc21	·	·	1	12	·	3	-17	4
O=C(O)c1ccc(-c2nc(-c3ccc(Cl)cc3)cs2)cc1	0.6	-2	·	·	-1	·	-8	·
Cc1noc(C)c1NC(=O)Nc1ccc2c(c1)CC(=O)N([C@H](C)CO)C[C@@H](C)[C@H](CN(C)Cc1ccccc1)O2	-0.3	13	-3	-5[16.7 µM]	-2	4	·	-1
O=C(Nc1ccc(S(=O)(=O)N2CCCCCC2)cc1)c1[nH]ncc1[N+](=O)[O-]	-0.2	-27	-2	-11	-5	10	·	-6
C[C@@H]1CN([C@H](C)CO)S(=O)(=O)c2ccc(/C=C/c3ccccc3)cc2O[C@@H]1CN(C)C(=O)Nc1ccc(F)cc1	0.1	12	9	22[16.7 µM]	4	0	-7	5
CC(=O)Nc1ncc(Cc2cccc(Cl)c2Cl)s1	·	3	·	1	-3	·	-16	·
O=C(COc1ncnc2ccccc12)NC1CCCCC1	0.0	5	-4	-1	1	3	1	1
Cc1nc(N)c(Cc2ccc(Cl)cc2Cl)c(N)n1	·	-11	·	-5	-3	·	6	·
CCN(C[C@H]1N[C@@](C)(C(=O)OC)[C@H]2C(=O)N(Cc3ccccc3)C(=O)[C@@H]12)C(=O)c1ccc(C)cc1	0.1	-7	-3	·	1	-4	·	-1
N#CC[C@H](Cc1ccccc1)N1CC[C@@H](O)CCC1=O	·	-4	1	2	-3	-5	16	1
C[C@H](CO)N1C[C@H](C)[C@@H](CN(C)Cc2ccccc2C(=O)O)Oc2cc(-c3ccc(F)cc3)ccc2S1(=O)=O	0.0	3	10	56[16.7 µM]	5	2	-1	-3
O=C(Nc1cc(F)ccc1F)N[C@H]1CC[C@H](CCNC(=O)c2cnccn2)O[C@H]1CO	-0.2	-1	22	-7[16.7 µM]	-2	0	3	0
C/C(=C\c1ccccc1)CN1CCC(C(=O)N2CCCCC2)CC1	-0.3	-10	0	10	-2	11	0	4
CC(C)CC1NC(=O)N(CC(=O)Nc2ccc(OC(F)F)cc2)C1=O (stereo not drawn)	·	7	-4	11	-3	3	-6	4
CC1(C)c2ccccc2-c2nc3ccccc3cc2C1N1CCOCC1 (stereo not drawn)	-0.2	-24	·	-4	0	·	-11	·
COc1ccc2c3c([nH]c2c1)[C@H](CO)N(C(=O)c1ccncc1)CC31CN(C(=O)Nc2cccc(F)c2)C1	-0.1	10	·	·	0	·	-4	·
COc1ccc(NC(=O)N(C)C[C@H]2OCCCC[C@@H](C)Oc3ccc(NS(=O)(=O)c4ccc(Cl)cc4)cc3C(=O)N([C@@H](C)CO)C[C@H]2C)cc1	1.4	-59	-1	-3[16.7 µM]	-4	-4	-17	-4
Cc1ccc(S(=O)(=O)Nc2nc(-c3ccc(F)cc3)cs2)cc1	-0.6	-14	·	-4	·	·	-7	·
Cc1ccc(OCC(=O)N2CC(C)CC(C)C2)c([N+](=O)[O-])n1 (stereo not drawn)	1.4	-5	-1	-4	-1	-8	-4	-2
CCOc1ccc(-c2cnc3n2CCCCC3)cc1	·	0	7	2	0	-1	-9	1
COC(=O)[C@H](CC(C)C)NS(=O)(=O)N(Cc1ccccc1)[C@@H](CC(C)C)C(=O)OC	-0.2	1	1	-3	·	-12	-15	1
CN(CC(=O)Nc1ccccc1C(F)(F)F)C(=O)COc1ncnc2ccccc12	·	-9	-1	-4	0	0	0	-2
O=C(O)C1CCCN1S(=O)(=O)c1cccc(S(=O)(=O)N2CCCC2C(=O)O)c1 (stereo not drawn)	-0.1	-2	1	3	0	-3	4	-11
COc1cccc(-c2noc(C3CCCN(C(=O)c4ccc(F)cc4)C3)n2)c1 (stereo not drawn)	·	-11	0	·	5	-5	·	·
COc1ccc(CN(Cc2cc3cc(C)ccc3[nH]c2=O)C(=O)N(C)C)cc1	·	·	-4	·	·	-6	-6	0
CCCCN1C2CCCC1CC(NC(=O)C1CCCCC1)C2 (stereo not drawn)	-0.8	·	-1	-7	·	1	12	-1
CCS(=O)(=O)NCC[C@H]1CC[C@H](NC(=O)Nc2cc(Cl)cc(Cl)c2)[C@H](CO)O1	-0.2	-1	-4	-4[16.7 µM]	3	3	·	2
CCCCSc1nc(C)cc(NC(=S)Nc2ccc(OC)cc2)n1	·	·	-3	-13	·	19	-16	-3
C[C@H]1CN([C@@H](C)CO)C(=O)Cc2cc(NC(=O)Nc3cccc4ccccc34)ccc2O[C@H]1CN(C)C(=O)NC1CCCCC1	1.9	-1	7	16[16.7 µM]	4	4	-5	-4
CCn1cc(C(=O)O)c(=O)c2cnc(N3CCN(C(=S)NC(=O)c4ccc(Cl)cc4Cl)CC3)nc21	0.2	-8	-1	-7	-1	-7	-1	1
O=C(CSc1nnc(Cc2cc(=O)[nH]c(=O)[nH]2)n1-c1ccc(Cl)cc1)NC1CCCC1	0.1	-36	-1	0	-1	-15	·	2
C/C=C/c1ccc2c(c1)O[C@H](CN(C)Cc1ccccn1)[C@H](C)CN([C@H](C)CO)S2(=O)=O	0.0	14	7	19[16.7 µM]	2	-7	9	-3
Cc1ccc(-c2nn(-c3ccccc3)cc2C(=O)N2CCOCC2)cc1	·	·	1	14	·	7	-19	2
COc1ccc(-c2nc3ncccc3n2O)cc1	-0.3	-11	1	4	0	-11	11	-1
CN(C)C(=O)[C@]1(Cc2ccccc2N=[N+]=[N-])N=C(c2ccc(OCCCO)cc2)O[C@@H]1c1ccccc1	·	13	30	·	-5	-9	-10	3
CC1(C(=O)Nc2ccc(Cl)c(Cl)c2)CCN1CCc1ccccc1 (stereo not drawn)	0.1	0	19	·	5	15	·	3
COc1ccc(NC2CCCN(C(=O)CCn3cccn3)C2)cc1 (stereo not drawn)	·	1	0	-3	2	-12	2	0
O=C(C[C@@H]1C=C[C@@H](NC(=O)C2CC2)[C@@H](CO)O1)NCc1ccccc1Cl	-0.3&-0.2	-5&-11	2	-5[16.7 µM]	-2&-3	1	-3	2
C=CCNC(=O)COc1cc(C)ccc1C	·	-18	3	-2	-2	-13	13	-1
C/C=C/c1ccc2c(c1)O[C@@H](CN(C)C)[C@H](C)CN([C@H](C)CO)S2(=O)=O	0.3	1	1	0[16.7 µM]	-1	7	-18	-2
CCOc1ccccc1NC(=O)C1CCCN(S(=O)(=O)c2c(C)[nH]c(=O)[nH]c2=O)C1 (stereo not drawn)	·	·	10	4	·	-2	0	6
CCCCNC(=O)Oc1cccc(N2CCCC2=O)c1	-0.9	·	7	1	·	-11	-7	2
O=C(c1ccc(F)c(S(=O)(=O)N2CCOCC2)c1)N1CCc2ccccc21	·	-1	-1	0	-1	2	2	0
O=C(Nc1ccccc1F)N[C@@H]1C=C[C@@H](CC(=O)N2CCCCC2)O[C@@H]1CO	-0.3	-1	0	·	3	0	5	-1

Random draw from the library. About 1.4% of those tested had a hit in this group.
